# Bioassay records (PubChem)
# MsrA act: bovine MsrA enzyme activators, primary screen, biochemical, absorbance, HTS | Methionine sulfoxide reductase A (Bos taurus) | purified bovine MsrA, absorbance read-out | activation, % at 10.6 µM | 0.3% of 360,000 active; in the data active means activation above about 7.5%;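 further: 0% = vehicle and 100% = reference activator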
# E coli Lon inh: inhibitors of E. coli Lon protease, primary screen, biochemical, fluorescence polarization | inhibition, % at 7.94 µM | 0.42% of 360,000 active | P0A9M0 | purified E. coli Lon protease; in the data active means inhibition above about 13%, passing the limit was not always enough;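 further: 0% = enzyme with probe and DMSO and 100% = no enzyme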
# Target sequence (P0A9M0 whole entry, looked up): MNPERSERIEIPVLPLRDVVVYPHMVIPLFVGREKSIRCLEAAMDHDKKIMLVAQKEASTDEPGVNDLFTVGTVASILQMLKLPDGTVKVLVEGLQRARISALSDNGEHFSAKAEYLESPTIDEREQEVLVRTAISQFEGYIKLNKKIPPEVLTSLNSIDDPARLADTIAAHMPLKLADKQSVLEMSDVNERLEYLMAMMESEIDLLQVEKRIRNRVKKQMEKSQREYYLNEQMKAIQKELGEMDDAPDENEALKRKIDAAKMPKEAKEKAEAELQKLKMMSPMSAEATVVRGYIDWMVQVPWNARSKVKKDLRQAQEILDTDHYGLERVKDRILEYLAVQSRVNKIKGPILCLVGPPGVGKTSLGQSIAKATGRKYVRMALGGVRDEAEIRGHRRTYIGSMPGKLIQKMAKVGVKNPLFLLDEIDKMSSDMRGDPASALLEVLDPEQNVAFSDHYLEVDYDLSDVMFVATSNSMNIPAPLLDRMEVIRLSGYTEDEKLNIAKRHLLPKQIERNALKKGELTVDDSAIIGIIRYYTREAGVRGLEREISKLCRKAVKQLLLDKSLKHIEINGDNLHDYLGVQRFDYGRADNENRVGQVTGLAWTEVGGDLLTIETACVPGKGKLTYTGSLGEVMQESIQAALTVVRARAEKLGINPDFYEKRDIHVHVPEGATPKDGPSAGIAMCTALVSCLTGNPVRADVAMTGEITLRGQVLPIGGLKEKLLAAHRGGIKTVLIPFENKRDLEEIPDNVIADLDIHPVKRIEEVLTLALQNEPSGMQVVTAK
# MT1-MMP act inh: blockers of MT1-MMP proenzyme processing, primary screen, HT1080 RFP-PRO-GFP cells, GFP/RFP fluorescence. GFP/RFP ratio change, % at 20 µM. 0.061% of 360,000 active. GFP/RFP ratio fluorescence, overnight; percent of plate control window, DMSO zero. AID 651647, 2012. Matrix metalloproteinase-14 (Homo sapiens), P50281;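 active means GFP/RFP ratio change of at least 30% with cell ATP level not reduced by more than half and red fluorescence within 50% of control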; further: strong numbers were not always called active
#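 Test system: HT1080 RFP-PRO-GFP cells; Benchmarks: DMSO and RFP-L50D-GFP cell wells; Timing: cells overnight before dosing, compound overnight, 37 °C, 5% CO2; Compound: one 20 µM compound dose with 1% DMSO; Read-out: GFP/RFP fluorescence ratio.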
# SKN-1 inh: suppressors of acrylamide-induced Pgst-4::GFP reporter in worms, primary screen, SKN-1 inhibitor project, whole organism, uHTS, GFP/RFP fluorescence ratio, strain VP596; C. elegans VP596 Pgst-4::GFP/RFP ratio, 24 h; inhibition, % at 21.8 µM; 0.49% of 360,000 active; AID 624304, 2012;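 active means interference check ratio from 0.5 to 1.5 plus GFP to RFP signal ratio inhibition reaching or exceeding a fixed threshold, cut at about 30% in these data, passing the limit was not always enough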; further: some compounds called inactive have numbers as strong as hits
# MLLE-PAM2 inh: inhibitors of PABP1 MLLE–PAM2 peptide binding, primary screen, biochemical, fluorescence polarization, FITC-PAM2, GST-MLLE; Polyadenylate-binding protein 1 (Homo sapiens), P11940; inhibition, % at 20 µM; 0.36% of 360,000 active; AID 588489, 2011; in the data active means inhibition above about 35%, passing the limit was not always enough;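 further: plate controls were DMSO wells with GST-MLLE for no effect and wells lacking GST-MLLE protein for full effect; some results filed as inactive read as strong as hits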
# Tb MetRS inh: T. brucei MetRS inhibitors, primary screen, biochemical, luminescence. methionyl-tRNA synthetase (Trypanosoma brucei brucei). purified T. brucei MetRS, ATP depletion, Kinase-Glo luminescence. inhibition, % at 11.9 µM. 0.4% of 360,000 active;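 active means inhibition above a per-plate cutoff of the control wells' mean inhibition plus 3 SD, cut at about 5.5% in these data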;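 further: 0% = DMSO wells median and 100% = median of wells with control inhibitor compound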
#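 Material – parasite MetRS enzyme · Medium – HEPES-MgCl2-KCl buffer plus DTT, spermine, BSA, pyrophosphatase · Reagent – ATP, methionine and E. coli bulk tRNA substrates · Times – 15 min enzyme-compound preincubation, 2 h reaction, 10 min detection, 25 °C · Measured by – luminescence of leftover ATP · Evaluation – percent inhibition relative to median high and low control wells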
# FAS TE block: FAS thioesterase domain inhibitors, primary screen, biochemical, fluorescence intensity, uHTS; Fatty acid synthase (Homo sapiens), P49327; recombinant FAS-TE, OMFH fluorogenic substrate, fluorescence endpoint; inhibition, % at 15 µM; 0.67% of 360,000 active;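 active means compounds whose normalised, plate-corrected inhibition of enzyme fluorescence in the single-dose primary screen is 50% or more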;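 further: 0% = DMSO with enzyme and 100% = substrate without enzyme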
# MsrA inh: bovine MsrA enzyme inhibitors, primary screen, biochemical, absorbance, HTS; Methionine sulfoxide reductase A (Bos taurus); 0.75% of 360,000 active; inhibition, % at 15.5 µM; purified bovine MsrA, absorbance read-out; in the data active means inhibition above about 4.5%;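 further: 0% = vehicle wells with enzyme and 100% = reference inhibitor wells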
# CendR NRP1 mod: modulators of CendR peptide binding to NRP-1, primary screen, biochemical, fluorescence polarization, uHTS; 0.85% of 360,000 active; FAM-RPARPAR peptide binding to NRP-1; inhibition, % at 25 µM;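 active means inhibition or corrected inhibition above about 18%, plus a signal ratio from 0.5 to 1.5, limit read from the data, passing the limit was not always enough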; further: strong numbers were not always called active
# Active calls of the source: *. An unsorted share of the library, and some 4% of all compounds hit somewhere here.
SMILES,MsrA act,E coli Lon inh,MT1-MMP act inh,SKN-1 inh,MLLE-PAM2 inh,Tb MetRS inh,FAS TE block,MsrA inh,CendR NRP1 mod
COC(=O)[C@H](CCSC)NC(=O)NCc1ccccc1F,-2,-5,6,9,-1,-0.2,-9,-0.1,-5
CCOC(=O)C(NC(=O)N1CCCCC1)(c1ccccc1)C(F)(F)F (stereo unspecified),-10,-3,2,-21,2,-0.8,-10,0.7,-1
Cc1cc(-c2cccs2)n[nH]1,2,2,-5,-7,8,-1.0,-5,-0.1,14
CC(=O)N1c2c(cc(Br)cc2S(=O)(=O)NCC2COc3ccccc3O2)CC1C (stereo unspecified),-2,8,3,11,-6,0.5,10,0.8,9
CCOC(=O)C1=C(COC(=O)Cc2ccc(Cl)cc2)NC(=O)NC1C (stereo unspecified),2,-13,1,-12,-14,-0.2,4,-0.8,3
Cn1c(=NC(=O)CS(=O)(=O)c2ccccc2)sc2cc(F)ccc21,-10,-6,5,10,-3,0.4,-2,1.9,-13
CCc1ccc(NC(=O)C(C)OC(=O)CCC(=O)c2cccs2)cc1 (stereo unspecified),-2,11,-7,3,-5,0.5,4,0.5,12
Cc1ccnc(NS(=O)(=O)c2ccc(NC(=O)C34CC5CC(CC(C5)C3)C4)cc2)n1,-1,-7,9,16,6,-0.6,0,-0.6,0
Cc1ccc(C)c(NC(=S)N/N=C2\CCc3ccccc32)c1,-4,1,2,-4,15,0.0,18,1.0,9
Cc1cc(S(=O)(=O)N2CCOCC2)ccc1OCC(=O)N1CCOCC1,-3,2,0,-1,5,-0.4,-2,0.9,-7
Cc1cccc(-n2c(SCC(=O)O)nc3sc4c(c3c2=O)CCCC4)c1,1,0,7,-8,3,-0.5,-6,0.0,5
Cc1cc(NC(=O)c2cn(C3CCCCC3)c(=O)c3c2c2ccccc2n3C)no1,0,-4,-9,6,3,0.0,36,2.7,-6
Nc1nc2ccccc2n1CCOc1ccc(Br)cc1,-3,-10,8,-19,0,37*,-12,-1.8,8
O=C1N(CCCl)c2ccc(Br)cc2C12OCCO2,-4,-9,-1,20,5,-0.9,-6,0.2,10
c1ccc2c(SCc3cn4cccnc4n3)ncnc2c1,0,-3,1,14,3,-0.3,-5,1.1,2
COc1cccc(NC(=S)N2CCC(NC(=O)c3ccco3)CC2)c1,-3,1,3,11,-48,-0.3,-2,-0.5,-9
OC(c1ccc(-c2ccccc2)cc1)c1ncc(-c2ccc(C(F)(F)F)cc2)[nH]1 (stereo unspecified),-1,-4,1,15,-10,0.0,16,0.3,9
COC(=O)C1=C[C@@H](C(=O)OC)[C@@H]2C3=C(C(=O)[C@]2(CC(C)C)NC(=O)c2ccccc2)[C@H](C)n2c(=O)n(-c4ccccc4)c(=O)n2[C@@H]3C1,-3,-6,-1,14,11,0.2,-2,0.1,18
CN(C)C(=O)Cn1c(SCC(=O)NC2CCCCC2)nc2ccccc21,-3,1,0,8,5,-0.7,-8,1.1,2
CCOc1nc(-c2ccccc2)ccc1-c1noc(-c2ccc(OC)c(OC)c2)n1,-3,-9,6,-4,-4,2.2,32,0.1,20
O=C(NC(=S)N1CCN(Cc2ccc3c(c2)OCO3)CC1)c1ccc(Cl)cc1,-5,-19,3,-3,-1,-0.2,9,-0.9,0
COc1ccc(C(=O)Nc2ccccc2NC(=O)c2ccco2)c(OC)c1,-7,1,-2,7,-2,-0.7,-8,0.2,0
Cc1ccc(OCC(=O)NNC(=O)CSc2nnc(-c3ccc(C)cc3)n2C)cc1,0,-5,6,2,-10,-0.3,-6,0.0,-10
NNC(=O)Cn1c(-c2ccccc2)cc2ccccc21,1,-2,4,5,-9,0.2,-2,3.1,0
c1ccc(CNc2ncnc3sc4c(c23)CCC4)nc1,-13,0,-2,-20,-8,-0.4,-2,0.1,12
Nc1c(C=C2C=CC(=O)C=C2)c(=O)nc2sc(CC(=O)N3CCOCC3)nn12,2,-10,0,17,-3,-0.1,-5,1.5,-20
CCC(C)(C)NC(=O)CN(C(=O)CNS(=O)(=O)c1ccccc1)c1ccc2c(c1)OCCO2,0,3,-3,6,13,-0.1,3,0.1,-3
COc1ccc(-c2nc3cc(C)ccn3c2NCC2CCCO2)cc1OC (stereo unspecified),-4,6,-3,3,4,0.0,-5,-0.1,3
COc1ccc(-n2nnnc2/C=C\Nc2ccccc2C(=O)c2ccccc2)cc1,-3,-2,-7,-26,-4,0.1,20,2.5,11
CCOc1cccc2sc(N(CCCN(C)C)C(=O)c3ccc(S(=O)(=O)N(CC)Cc4ccccc4)cc3)nc12,2,-16,-2,-2,-3,-0.4,19,-1.9,-5
Cc1ccccc1Nc1scc(-c2ccc(Cl)cc2)[n+]1-c1ccccc1C,-4,0,-8,6,-3,-0.1,38,1.5,12
COc1cc(/C=N/Nc2ccccc2[N+](=O)[O-])cc(OC)c1O,-4,9,12,7,11,0.0,2,0.5,-13
Cc1ccc(CNC(=O)CNC(=O)c2ccco2)cc1,-8,-1,3,-7,1,-1.0,-2,-0.9,3
O=C(O)CSc1cc(C(=O)c2ccccc2O)cn2c(=O)c3c(-c4ccccc4)csc3nc12,-3,-16,7,8,-23,-0.1,70*,-0.9,-110
CCN1C(=O)NC2=C(C(=O)c3ccccc32)C1c1ccccc1F (stereo unspecified),-3,0,-14,8,4,0.0,0,0.8,-9
Cc1nc(SCCO)c([N+](=O)[O-])[nH]1,-6,-5,1,-3,25,-0.9,-6,0.4,8
Cc1nc(N)sc1C(=O)N/N=C/c1c[nH]c2ccccc12,-3,0,2,10,-43,0.0,-8,4.1,-7
COc1ccc(C(C)=O)cc1Cn1c(C)c(C(=O)NCc2ccc(C(C)C)cc2)sc1=O,-2,4,-9,0,7,-0.5,35,1.9,-18
COc1ccc(NC(=O)c2cncc(Br)c2)c(S(=O)(=O)N2CCOCC2)c1,-1,0,-2,3,-8,0.5,-6,-1.4,6
O=C(COc1cccc2ccccc12)NNC(=O)[C@@H]1CCCC[C@@H]1C(=O)O,-9,-4,3,18,-1,-0.5,-4,0.3,2
Cn1cccc1-c1cc(C(=O)N/N=C/c2cccc(O)c2)[nH]n1,-3,-9,5,-9,4,0.0,-3,1.0,0
CC1=C(C(=O)Nc2cccc(C(=O)NC(C)c3ccccc3)c2)SCCO1 (stereo unspecified),0,-12,4,-11,1,-0.5,-2,0.3,-8
COc1ccc(NC(=O)CSc2n[nH]c(-c3ccccn3)n2)cc1,-9,4,-3,-12,-18,-0.3,-5,-0.8,-1
C/C(=N/NC(=O)c1nnn(-c2nonc2N)c1CSc1ccc(C)cc1)c1ccncc1,-1,-10,2,10,4,0.8,-13,-0.6,2
CCCNC(=O)CC(NS(=O)(=O)c1ccc(NC(C)=O)cc1)C(C)C (stereo unspecified),-3,6,2,-4,1,-0.2,-5,0.2,-10
Clc1cccc(-c2cccc3nccn23)c1,-3,14,4,7,4,-0.2,-5,1.2,2
COc1ccc(S(=O)(=O)N2CCOC23CCN(S(=O)(=O)c2ccc(C)cc2)CC3)cc1,-9,11,2,22,7,-0.6,15,-0.2,1
CN(C(=O)c1cc(COc2ccc(F)cc2Cl)on1)C1CCOC1 (stereo unspecified),-4,-4,0,15,-2,-0.1,-9,1.4,-1

# Single records (already shown):
# Listed for Clc1cccc(-c2cccc3nccn23)c1 : MsrA act = -3; E coli Lon inh = 14; MT1-MMP act inh = 4; SKN-1 inh = 7; MLLE-PAM2 inh = 4; Tb MetRS inh = -0.2; FAS TE block = -5; MsrA inh = 1.2; CendR NRP1 mod = 2
# Listed for COc1ccc(C(C)=O)cc1Cn1c(C)c(C(=O)NCc2ccc(C(C)C)cc2)sc1=O : MsrA act = -2; E coli Lon inh = 4; MT1-MMP act inh = -9; SKN-1 inh = 0; MLLE-PAM2 inh = 7; Tb MetRS inh = -0.5; FAS TE block = 35; MsrA inh = 1.9; CendR NRP1 mod = -18

# Going on with the list:
SMILES,MsrA act,E coli Lon inh,MT1-MMP act inh,SKN-1 inh,MLLE-PAM2 inh,Tb MetRS inh,FAS TE block,MsrA inh,CendR NRP1 mod
COc1cc(CCc2ccc3c(c2)OCO3)oc(=O)c1,-5,5,-2,-8,12,-1.9,-2,0.1,10
CC(=O)c1cccc(NC(=O)CN2C(=O)NC3(CCCCCCC3)C2=O)c1,-2,-9,0,4,-27,-0.3,-7,0.8,-20
Cc1ccc(OCc2nc(-c3cccnc3)no2)cc1C,3,-2,4,9,0,0.1,-4,1.7,4
Cc1cccc(CNC(=O)c2sc(=O)n(Cc3ccccc3C)c2C)c1,-1,-4,5,7,6,0.5,11,-1.5,5
Cc1ccc(CN2C3CCCC2CC(NC(=O)c2ccc(F)cc2)C3)cc1 (stereo unspecified),-1,-2,-1,1,-13,-0.1,-2,-0.8,13
CCOC(=O)N1CCN(S(=O)(=O)N2CCCC(C(=O)NCCc3ccc(OC)c(OC)c3)C2)CC1 (stereo unspecified),-2,10,2,2,2,-0.2,-5,-0.7,-4
Cc1ccc(SCC(=O)OCC(=O)NCc2cccs2)cc1,-4,2,0,-7,-16,-0.5,-8,0.1,4
CCc1ccccc1NC(=O)c1cc(-c2ccc3c(c2)OCO3)on1,-3,9,0,15,-7,-0.5,-5,-0.3,-8
CC(NC(=O)c1cccc(F)c1)C(c1cccs1)N1CCN(C)CC1 (stereo unspecified),-3,-6,-8,18,12,0.5,-7,1.0,5
O=C(CCCn1c(SCC(=O)NCC2CCCO2)nc2ccccc2c1=O)NCC1CCCO1 (stereo unspecified),0,8,0,-4,1,-0.4,-7,1.9,-4
CN1C(C)(C)CC(=NO)CC1(C)C,-7,6,-4,-23,13,-0.4,-5,-1.0,4
CCOC(=O)c1[nH]ncc1CN1CCN(Cc2ccccc2)C(CCO)C1 (stereo unspecified),-1,-2,1,3,-6,-0.1,-1,-1.0,9
CCOC(=O)N1CCN(C(=O)C(C)N(c2ccc(Oc3ccccc3)cc2)S(C)(=O)=O)CC1 (stereo unspecified),-6,-6,-5,-18,-21,-1.4,5,0.2,11
O=C(c1ccc(=O)[nH]c1)N1CCN(S(=O)(=O)c2cc(C(F)(F)F)ccc2Cl)CC1,-1,1,-1,-11,-35,0.4,-4,0.3,-1
CC(C)OC(=O)c1ccc(N2CCN(c3ccccc3F)CC2)nc1,-3,-4,-3,-3,-2,-0.8,23,1.0,3
Cc1cccc(-n2nc3c(c2NC(=O)c2c(F)cccc2F)CS(=O)(=O)C3)c1C,-5,-5,2,-13,-6,-0.3,-5,0.6,3
